Compound activity: PubChem BioAssay, several laboratories
dFosB act: activators of mouse delta FosB homodimer | P13346 | purified delta FosB, TAMRA-CDK5 oligo fluorescence polarization; percent of positive-control signal above neutral wells | activation, % at 25 µM | 340,000 compounds, 0.99% hits;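 active = mean activation above about 17%, with every replicate also reaching it, limit read from the data, passing the limit was not always enough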;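 also: fluorescence polarization rise as delta FosB binds a TAMRA Cdk5 AP-1 oligo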
PvdQ inh: blocks Pseudomonas aeruginosa PvdQ acylase activity. inhibition, % at 10 µM. purified PvdQ acylase, fluorescence plate reader. 340,000 compounds, 0.063% hits; in the data active = inhibition above about 30%, passing the limit was not always enough;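 also: 0% = vehicle neutral wells and 100% = reference inhibitor wells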
HTR5A ag: HTR5A agonism, opioid heterodimer counter-screen. HTR5A agonist assay, luminescence, cell-based. activation, % at 9.3 µM. 340,000 compounds, 0.61% hits. AID 504692. P47898; in the data active = activation mostly above about 9.5%, no sharp cut-off; inactive = mostly below about 7.6%;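 also: 0% = cells with vehicle only and 100% = reference agonist; strong numbers were not always called active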
CDK5 inh: CDK5/p35 (human) kinase inhibition. Q00535+Q15078. Recombinant CDK5/p35, ADP-Glo luminescence, 60 min. inhibition, % at 10 µM. 330,000 compounds, 0.01% hits. AID 488839;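 active = highest replicate inhibition of at least 50% and at least 75% of replicates reaching 50%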;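 also: plate controls were DMSO neutral control for no effect and GW8510 at 10 µM for full effect; many of its hits are not listed in these tables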
SR-BI HDL uptake: inhibitors of mouse SR-BI mediated HDL lipid uptake; Q61009; ldlA[mSR-BI] CHO cells, DiI-HDL uptake fluorescence, 3 h; inhibition, % at 12.5 µM; AID 488896; 320,000 compounds, 0.96% hits;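 active = mean replicate inhibition of at least 70% and a set share of replicates each scoring 70 or more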;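 also: 0% = median of neutral control wells and 100% = median of positive control wells; values of inactives mirror those of a sister screen read the other way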
MITF act: MITF TRPM1 promoter activation in melanoma cells; SK-MEL-5 TRPM1-promoter luciferase, 24 h; % of positive control, neutral wells = 0; activation, % at 12.5 µM; 300,000 compounds, 0.75% hits;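 active = mean activation of at least 80% with every replicate also reaching 80%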;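 also: 0% = neutral control wells and 100% = parthenolide positive control wells; values of inactives mirror those of a sister screen read the other way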
V-ATPase pHluor: regulators of yeast V-ATPase proton transport; 350,000 compounds, 0.37% hits; response, % at 10 µM; S. cerevisiae, pHLuorin cytosolic pH fluorescence; in the data active = response mostly above about 7.3%, no sharp cut-off; inactive = mostly below about 5.4%; also: actives read high; inactives centre near 0; some compounds called inactive have numbers as strong as hits; reference of the scale not given here
Wnt act: activates Wnt/beta-catenin signaling in a reporter cell assay; 300,000 compounds, 1.2% hits; activation, % at 9.35 µM; activator, plate reader; in the data active = activation above about 30%, passing the limit was not always enough;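 also: 0% = neutral control wells and 100% = positive control wells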
HTR5A inv ag: counter-screen for OPRM1-OPRD1 inverse agonists: human HTR5A inverse agonism | P47898 | HTR5A cell line, luminescence | inhibition, % at 9.3 µM | 340,000 compounds, 0.083% hits; in the data active = inhibition mostly above about 23%, no sharp cut-off; inactive = mostly below about 18%;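 also: 0% = cells with DMSO and 100% = no-cell wells with DMSO; some compounds called inactive have numbers as strong as hits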
NSD2 HMT inh: blocks human histone methyltransferase NSD2 | O96028 | NSD2 peptide methylation, AlphaScreen, 120 min | inhibition, % at 12.5 µM | 310,000 compounds, 0.54% hits | AID 743445; in the data active = inhibition above about 50%
Target sequence (O96028 whole entry, looked up): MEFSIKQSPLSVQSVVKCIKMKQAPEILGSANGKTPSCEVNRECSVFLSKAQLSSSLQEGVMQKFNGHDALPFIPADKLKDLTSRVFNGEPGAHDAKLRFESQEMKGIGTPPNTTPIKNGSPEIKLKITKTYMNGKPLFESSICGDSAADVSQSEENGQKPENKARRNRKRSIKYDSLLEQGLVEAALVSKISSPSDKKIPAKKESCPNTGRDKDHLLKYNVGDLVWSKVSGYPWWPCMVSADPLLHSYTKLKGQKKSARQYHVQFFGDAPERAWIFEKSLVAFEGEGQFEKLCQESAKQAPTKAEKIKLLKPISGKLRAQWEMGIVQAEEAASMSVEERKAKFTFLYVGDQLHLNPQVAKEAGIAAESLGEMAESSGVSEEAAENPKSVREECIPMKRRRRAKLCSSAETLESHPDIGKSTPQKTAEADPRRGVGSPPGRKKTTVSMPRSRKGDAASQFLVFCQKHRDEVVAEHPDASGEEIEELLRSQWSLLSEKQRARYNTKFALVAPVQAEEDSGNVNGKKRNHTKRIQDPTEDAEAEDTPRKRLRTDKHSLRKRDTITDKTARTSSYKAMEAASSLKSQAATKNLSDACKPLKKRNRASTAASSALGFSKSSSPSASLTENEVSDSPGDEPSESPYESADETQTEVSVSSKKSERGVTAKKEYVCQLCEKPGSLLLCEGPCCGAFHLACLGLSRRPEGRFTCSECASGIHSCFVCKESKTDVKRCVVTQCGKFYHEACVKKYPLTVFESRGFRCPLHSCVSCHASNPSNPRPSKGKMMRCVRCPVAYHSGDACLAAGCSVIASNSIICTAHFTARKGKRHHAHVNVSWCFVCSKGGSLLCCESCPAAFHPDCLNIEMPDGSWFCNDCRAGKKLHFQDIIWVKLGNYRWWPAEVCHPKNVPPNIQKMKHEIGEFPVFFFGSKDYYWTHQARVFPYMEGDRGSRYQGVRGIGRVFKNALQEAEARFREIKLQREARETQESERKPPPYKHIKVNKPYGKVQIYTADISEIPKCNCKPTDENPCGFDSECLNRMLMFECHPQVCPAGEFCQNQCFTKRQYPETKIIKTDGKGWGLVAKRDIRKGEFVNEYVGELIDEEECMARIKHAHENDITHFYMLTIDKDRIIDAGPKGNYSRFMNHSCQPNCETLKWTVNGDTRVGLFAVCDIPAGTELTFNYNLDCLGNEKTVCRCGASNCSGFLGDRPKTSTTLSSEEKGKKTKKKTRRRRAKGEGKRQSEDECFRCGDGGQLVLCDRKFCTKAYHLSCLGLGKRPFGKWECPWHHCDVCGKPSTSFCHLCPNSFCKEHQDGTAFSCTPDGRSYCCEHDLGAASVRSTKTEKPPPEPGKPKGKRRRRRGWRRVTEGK
* = called active by the depositor; . = no result given.

SMILES	dFosB act	PvdQ inh	HTR5A ag	CDK5 inh	SR-BI HDL uptake	MITF act	V-ATPase pHluor	Wnt act	HTR5A inv ag	NSD2 HMT inh
Cc1ccc(NC(=O)CN(C)C(=O)c2ccccc2Sc2ccccc2C#N)cc1	-11.0	-15.1	1.6	0.3	6.1	-13.0	-1.4	-2.3	4.7	-0.3
CCOC(=O)c1ccc(NC(=O)CCNS(=O)(=O)c2ccc3c(c2)oc(=O)n3C)cc1	-13.2	3.1	-0.3	0.2	-20.6	-5.4	-4.3	.	-8.6	.
CN1CCN(c2ccc(CNS(=O)(=O)c3ccc(F)cc3Cl)cc2)CC1	-7.9	5.4	-3.1	-0.2	-5.7	10.2	1.1	-3.2	8.8	.
CCN(CC)CCNc1nc2cc(OC)c(OC)cc2c2nc(-c3ccccc3)nn12	151.3*	5.6	1.2	1.1	-5.6	.	-2.2	-3.5	0.8	0.8
NC1=NC[C@H](Cc2ccc(O)cc2)N1CC1CCCCC1	-4.3	-2.3	3.5	1.0	27.2	-4.5	-17.3	5.2	-9.4	.
COc1ccc(-c2nc(CSCC(=O)N3CCc4ccccc43)c(C)o2)cc1OC	-3.9	-6.8	0.5	-1.1	27.3	.	-0.6	-3.3	-1.4	2.2
Brc1ccc2c(c1)C(c1ccc(N3CCOCC3)cc1)=NNC(c1cccs1)=N2	-7.4	-8.6	-1.6	0.3	7.8	-6.8	2.2	-5.8	4.2	1.0
COc1ccc(CNC(=O)C(C)N=C2NS(=O)(=O)c3ccccc32)cc1OC (stereo not drawn)	-5.8	-4.0	0.5	1.0	3.9	.	0.8	.	-4.1	-0.5
Cc1ccc(NS(=O)(=O)c2cccc3cccnc23)cc1Cl	3.5	9.7	-0.4	1.2	10.3	-11.7	-0.1	2.9	1.3	-1.2
Cc1ccc(OS(=O)(=O)c2c(C)nn(C)c2Cl)c(C)c1	4.9	-8.0	3.0	-1.4	-4.7	9.3	-2.2	-2.9	8.3	-4.8
Oc1ccc(/C=N/N2CCN(Cc3ccccc3)CC2)cc1	-2.3	-5.9	-4.3	-0.2	.	0.7	-1.9	0.3	15.8	6.0
CC(=O)c1ccc(N2CCN(C(=O)c3cc(-c4ccncc4)nc4ccc(Br)cc34)CC2)cc1	-12.1	-10.9	4.4	0.3	51.6	-7.3	6.2	2.3	17.5	1.1
Cc1ccc(C)c(NC(=O)COC(=O)CCCN=C2NS(=O)(=O)c3ccccc32)c1	-7.5	-13.2	-0.1	0.7	-22.6	10.4	0.0	.	-15.3	-3.3
N#CC(C#N)=C1C(=O)N(CCN2CCCCC2)c2ccccc21	-20.2	-5.6	-7.6	1.0	-23.8	.	1.5	-0.4	0.2	-1.8
O=C(CSc1ncnc2c(-c3ccc(Cl)cc3)nsc12)c1ccccc1	-2.6	7.2	-2.7	-0.2	21.5	-2.8	-0.2	7.1	-2.6	.
COc1ccc(CCNC(=O)CCn2c(SCC(=O)N3CCCC3)nc3ccccc3c2=O)cc1OC	-4.8	6.0	5.7	2.1	-23.9	4.1	0.4	2.2	-16.2	0.6
COCC1CCCN(Cc2cn(-c3ccccc3F)nc2-c2cc(C)sc2C)C1 (stereo not drawn)	-17.7	-9.9	6.6	-0.8	.	0.5	0.2	-10.5	-10.3	1.2
COc1ccc(OC)c(-c2nn(-c3ccccc3)cc2C(=O)NCC2CCCO2)c1 (stereo not drawn)	0.0	-6.1	-8.3	2.1	42.2	-0.1	-1.4	1.2	19.9	1.1
COc1ccc(N=C2C(=O)Nc3ccc(C)c(Br)c32)cc1	-7.1	-3.5	-1.6	0.6	21.6	.	0.4	-4.2	6.1	.
COc1cccc(NC(=O)CN(C)C(=O)c2oc3c(ccc4ccccc43)c2C)c1	-19.8	-4.4	-6.3	-1.1	-0.8	-0.3	1.6	-1.9	16.5	.
CCC(C)N=C1Sc2nc3ccc(C)cc3cc2CN1CCOC (stereo not drawn)	-1.6	6.9	1.6	-7.2	-17.3	14.1	3.2	-3.4	-4.5	-2.0
O=C(Nc1cccc2ccccc12)NC(Cc1ccccc1)C(=O)O (stereo not drawn)	0.8	9.0	4.1	0.5	2.4	-6.9	-1.4	-0.2	-15.8	-1.9
CCS(=O)(=O)N1CCC(c2nc(-c3ccc(C)cc3)no2)CC1	-5.9	-15.8	3.4	1.0	-8.6	49.3	3.6	.	5.7	-2.5
Cc1cc(C(=O)OCC(=O)Nc2cc(S(=O)(=O)N3CCOCC3)ccc2Cl)c(C)o1	-8.2	0.5	-1.3	0.6	-9.1	4.7	1.0	.	4.7	3.4
COC(=O)C1=C(C)N(Cc2cccnc2)C(=O)C1	-2.0	-4.6	11.0	-0.2	-13.7	1.4	-3.0	.	-26.3	3.3
SMILES	dFosB act	PvdQ inh	HTR5A ag	CDK5 inh	SR-BI HDL uptake	MITF act	V-ATPase pHluor	Wnt act	HTR5A inv ag	NSD2 HMT inh
Cc1nc(N)c(C#N)c(-c2ccc3c(c2)OCO3)c1C	9.8	-2.2	2.2	-0.2	-9.3	.	0.1	-1.3	-8.2	-1.1
COc1cccc(CNC(=O)C(Cc2ccccc2)n2cccc2)c1 (stereo not drawn)	-4.0	-5.8	-2.6	1.4	.	12.9	1.1	44.4*	-45.7	.
Cc1nn(C(C)C(=O)NC(C)CCc2ccccc2)c(=O)c2cc3occc3n12 (stereo not drawn)	-13.9	-16.4	4.8	-8.3	-6.7	-1.6	-1.1	-0.3	9.9	-4.2
O=C(Nc1cccc(C(=O)N2CCOCC2)c1)C1CCCC1	2.3	-2.3	0.1	0.6	-2.6	-18.4	-3.3	-1.8	-0.5	.
COc1ccc(NS(=O)(=O)c2ccc(C)c(C(=O)NCCCN3CCCC3=O)c2)cc1	0.4	-13.5	0.1	-0.7	-21.0	.	-0.9	13.9	-0.1	-0.4
Cc1ccc(/C=C/S(=O)(=O)NCCC(=O)NCc2ccc(F)cc2)cc1	-10.8	-9.8	10.2	-2.1	-5.6	-11.4	2.1	11.2	-25.2	-2.6
O=C(C=C(C(=O)c1ccccc1)c1ccccc1)c1ccccc1	-1.7	3.8	-1.6	1.1	-12.2	-19.2	-4.5	-3.5	6.0	-1.3
COc1ccc(OC)c(NC(=O)c2ccc(OC3CSC3)cc2)c1	-17.2	-8.8	0.8	-2.8	41.7	15.3	12.7*	1.4	-2.1	2.1
Brc1ccc(-c2ccc(/C=N/Nc3nc(N4CCOCC4)nc(N4CCOCC4)n3)o2)cc1	2.9	-4.7	-1.9	1.2	48.8	13.8	-0.8	-1.5	2.3	-3.0
Cn1c2ccccc2c(=O)c2ccc(C#Cc3ccc(N)cc3)cc21	-2.6	-4.7	12.1	-0.3	53.0	27.0	-0.4	-10.9	-32.6	.
COc1ccc(S(=O)(=O)N2CCCC(C(F)(F)F)C2)cc1 (stereo not drawn)	-5.8	-6.5	-3.7	-0.5	-39.4	-5.4	-0.9	-1.4	10.2	-0.6
O=C(Nc1nc2nccc(-c3ccccc3)n2n1)c1ccc(F)cc1	2.1	-10.7	3.5	1.3	-15.2	5.2	-2.3	.	-9.1	.
CC(C)Oc1cccc(C(=O)O)c1	0.4	-5.3	2.1	-1.3	-38.8	-4.1	0.2	.	-5.1	-1.7
CN(C)CCN(C(=O)c1cccs1)c1nc2cc3c(cc2s1)OCCO3	14.8	-7.2	8.4	-2.0	-15.7	41.9	3.9	14.9	17.5	3.9
CCOc1ccccc1/C=C/c1onc(C)c1S(=O)(=O)N1CCC(C(=O)NC(C)(C)C)CC1	-5.7	3.0	2.4	.	84.4*	-21.9	0.2	1.5	-8.8	-0.3
Cc1cc(C(F)(F)F)c(C#N)c(SCC(=O)Nc2nc3cc(Br)ccc3s2)n1	37.5*	-0.3	0.1	0.1	-11.8	-0.8	-3.2	14.8	6.7	.
Cc1cc(/C=N/NC(N)=O)c(C)c(CO)c1	0.5	-8.9	-1.1	1.9	-34.8	-11.8	9.8	-0.3	-21.2	-2.2
Cc1c(-c2ccccc2)n[nH]c1C(=O)NN	-6.0	-3.0	0.2	0.1	-11.6	15.6	-1.8	1.8	17.0	-2.5
O=C1CCCC(=NCc2ccco2)C1	-4.3	2.6	2.0	1.4	-1.6	-7.0	0.7	0.0	23.8	-1.7
CC(C)C(=O)NCCn1ccc2ccccc21	0.2	7.4	6.7	1.2	-9.2	-1.1	4.5	.	-16.0	0.0
CCOC(=O)C1CCCN(c2c(NCCCN3CCCC(C)C3)c(=O)c2=O)C1 (stereo not drawn)	-9.0	2.9	4.4	1.8	-3.6	-4.0	12.6*	-4.1	-11.4	.
Cc1cccc2c3c([nH]c12)C(=O)CC(C)(C)S3	-7.8	-11.1	-1.3	2.1	30.5	2.1	0.5	-2.8	-8.1	-0.6
CCOC(=O)c1ccccc1OCc1cc(/C=N/NC(=O)c2cccnc2)ccc1OC	-33.3	-7.6	-1.1	1.6	-0.7	-0.2	3.8	0.0	-34.4	1.0
CN1CCN(CCC(=O)Nc2cccc(Br)c2)CC1	-3.5	-8.2	1.9	-2.2	1.2	11.5	-1.7	-2.5	-17.8	-1.1
CCOc1ccc(OCCSc2nnnn2C2CCCCC2)cc1	3.2	-3.3	-1.5	0.6	-11.0	5.5	-1.6	.	4.5	-4.0

4 entries from above, arranged by number of heavy atoms, lowest first:
SMILES	dFosB act	PvdQ inh	HTR5A ag	CDK5 inh	SR-BI HDL uptake	MITF act	V-ATPase pHluor	Wnt act	HTR5A inv ag	NSD2 HMT inh
CC(C)Oc1cccc(C(=O)O)c1	0.4	-5.3	2.1	-1.3	-38.8	-4.1	0.2	.	-5.1	-1.7
O=C(Nc1nc2nccc(-c3ccccc3)n2n1)c1ccc(F)cc1	2.1	-10.7	3.5	1.3	-15.2	5.2	-2.3	.	-9.1	.
CCOC(=O)c1ccccc1OCc1cc(/C=N/NC(=O)c2cccnc2)ccc1OC	-33.3	-7.6	-1.1	1.6	-0.7	-0.2	3.8	0.0	-34.4	1.0
CCOc1ccccc1/C=C/c1onc(C)c1S(=O)(=O)N1CCC(C(=O)NC(C)(C)C)CC1	-5.7	3.0	2.4	.	84.4*	-21.9	0.2	1.5	-8.8	-0.3

More entries follow.
SMILES	dFosB act	PvdQ inh	HTR5A ag	CDK5 inh	SR-BI HDL uptake	MITF act	V-ATPase pHluor	Wnt act	HTR5A inv ag	NSD2 HMT inh
CN1CCC(=NNC(=O)C(=O)NC(C)(C)C)CC1	-4.7	-9.5	4.8	1.4	-5.6	6.1	-0.7	0.5	3.2	-1.3
COC(=O)Cc1ccc(OCC(=O)NC2CCCC2)cc1	-7.7	-6.3	-0.2	1.0	4.0	6.7	11.2	-3.7	12.2	3.6
COc1cccc(CC(=O)N2CCC(n3nccc3NC(=O)C3CCOC3)CC2)c1 (stereo not drawn)	-1.1	-11.3	4.5	0.4	5.5	8.8	-2.5	-0.5	-11.4	-2.0
CC(=O)N1CCN(C(=S)c2ccc(Cl)cc2)CC1	8.8	-12.0	-3.0	-1.6	11.3	-3.4	-0.9	-2.8	13.8	7.9
COc1ccc(C(=O)NNC(=O)CSc2nnnn2-c2cc(OC)cc(OC)c2)cc1	-15.3	14.5	-1.9	-0.4	16.4	1.8	-6.1	-1.6	-12.5	0.6
NC(CO)c1cn([C@@H](CCC(=O)O)C(=O)N2CCNCC2)nn1 (stereo partly drawn)	1.6	-9.1	4.2	0.4	-16.0	-2.1	-0.9	0.3	-11.2	.
O=C1NCCCCC1NS(=O)(=O)c1ccc(Cl)cc1 (stereo not drawn)	1.4	-8.1	-0.3	0.8	.	9.1	3.0	0.5	1.2	4.3
O=S(=O)(c1ccccc1)c1nnn2c1nc(NC1CCN(Cc3ccccc3)CC1)c1cc(Cl)ccc12	-84.6	-8.7	.	-0.8	9.0	-24.8	-4.3	-1.5	.	13.2
CC(C)(C)C(=O)Nc1nnc(SCc2cccc(F)c2)s1	-9.0	-9.8	1.4	0.3	-21.7	58.9	0.4	9.6	6.5	2.5
